# High-throughput results deposited in PubChem by National Center for Advancing Translational Sciences (NCATS).
# RECQ1 helicase: inhibitors of human RECQ1 DNA helicase | RECQ1 DNA unwinding, red fluorescence kinetic read | Potency, µM (highest dose often 57.3 µM), for inactives: at the highest dose activity, negative = inhibition, most hits filed as inhibitors | actives 0.54% (n = 240,000) | AID 2549;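 note: plate controls were vehicle for no effect and no enzyme for full effect; nearly all actives have a fitted effect of over 30% in size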
#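 50 nM RECQ1T1 preincubated 15 min with compound in Tris pH 8.0 buffer with MgCl2, DTT, Tween-20 and 2.5 ug/ml poly(dI-dC); started with 200 nM TAMRA/BHQ-2 forked duplex and 2 mM ATP. Unwinding read as fluorescence (525/598 nm), two reads 2 h apart.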
# GAA glycogen: GAA glycogen-cleavage inhibition or activation; P10253; recombinant GAA, glycogen substrate, Amplex Red glucose oxidase fluorescence; Potency, µM (highest dose often 76.4 µM), for inactives: at the highest dose activity change, negative = inhibition, actives largely listed as inhibitors; actives 0.38% (n = 300,000); AID 2100;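 note: 0% = full enzyme reaction and -100% = no-enzyme basal signal; the screen sought inhibitors and activators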
#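 Recombinant human enzyme (4 nM); glycogen substrate; 37 C, 40 min, pH 5.0. Readout: coupled glucose oxidase/Amplex Red fluorescence.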
# TexasRed fluor: Texas Red fluorescence interference in TRb-SRC2 counter-screen | Potency, µM (top dose mostly 106 µM), inactives show at the top dose fluorescence change, negative = quenching | actives 0.29% (n = 280,000) | TRb/SRC2 Texas Red total fluorescence interference; active = well fitted curve in either direction with a large enough effect; inconclusive = small, poorly fitted or top-dose-only effect
#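 Human TRβ ligand-binding domain (0.6 uM) and Texas Red SRC2 peptide (20 nM) in Tris buffer with 1 uM T3 and 5% DMSO were incubated with pinned compound for 5 hr at ambient temperature. Total fluorescence was computed as S + 2P (555/632 nm).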
# GAA inh: alpha-glucosidase (human) inhibition | P10253 | purified human GAA, 4-MU-alpha-glucoside fluorescence | Potency, µM (series often up to 76.9 µM), for inactives: at the highest dose activity change, negative = inhibition, actives largely listed as inhibitors | actives 0.005% (n = 200,000) | AID 1466;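 note: plate controls were uninhibited enzyme wells for no effect and no-enzyme background for full effect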
#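 Human alpha-glucosidase, 4 nM, pre-mixed with test compounds before 400 uM 4-methylumbelliferyl substrate; 20 min room temperature at pH 5.0. Fluorescence read after pH 10 stop; AC50 values from Hill-equation fits.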
# GoLoco inh red: inhibitors of human Gai1-RGS12 GoLoco interaction (red fluorophore) | P63096 | Gai1:RGS12 GoLoco peptide FP, rhodamine, 10 min | Potency, µM (highest dose often 61.6 µM), without a hit: at the highest dose activity, negative = inhibition, most hits filed as inhibitors | actives 0.44% (n = 230,000) | AID 880; active = well fitted inhibition curve with a large enough effect, not every such curve was filed as active; inactive = no such curve, though single readings can be large or run the other way; note: nearly all actives have a fitted effect of over 30% in size; many of its hits are not listed in these tables
# Target sequence (P63096 whole entry, looked up): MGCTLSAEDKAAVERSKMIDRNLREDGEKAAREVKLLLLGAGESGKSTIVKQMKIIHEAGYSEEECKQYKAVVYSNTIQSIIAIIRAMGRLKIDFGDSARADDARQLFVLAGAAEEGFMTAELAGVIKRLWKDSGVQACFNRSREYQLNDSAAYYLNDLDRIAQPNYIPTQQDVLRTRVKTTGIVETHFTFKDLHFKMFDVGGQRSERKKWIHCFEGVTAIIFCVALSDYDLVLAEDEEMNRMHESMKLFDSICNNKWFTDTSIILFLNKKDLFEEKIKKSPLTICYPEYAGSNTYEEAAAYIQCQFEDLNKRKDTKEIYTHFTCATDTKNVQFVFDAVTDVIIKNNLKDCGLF
# TRb SRC2 PPI: inhibitors of human thyroid hormone receptor beta-SRC2 interaction; AID 1469; actives 0.065% (n = 280,000); TRbeta-SRC2 peptide binding, fluorescence polarization; receptor liganded with 1 µM T3; Potency, µM (doses to about 106 µM), for the others: at the top dose activity change, negative = inhibition, most hits filed as inhibitors;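 note: plate controls were bound peptide for no effect and peptide without receptor for full effect; nearly all actives have a fitted effect of over 50% in size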
# Target sequence (P10828 whole entry, looked up): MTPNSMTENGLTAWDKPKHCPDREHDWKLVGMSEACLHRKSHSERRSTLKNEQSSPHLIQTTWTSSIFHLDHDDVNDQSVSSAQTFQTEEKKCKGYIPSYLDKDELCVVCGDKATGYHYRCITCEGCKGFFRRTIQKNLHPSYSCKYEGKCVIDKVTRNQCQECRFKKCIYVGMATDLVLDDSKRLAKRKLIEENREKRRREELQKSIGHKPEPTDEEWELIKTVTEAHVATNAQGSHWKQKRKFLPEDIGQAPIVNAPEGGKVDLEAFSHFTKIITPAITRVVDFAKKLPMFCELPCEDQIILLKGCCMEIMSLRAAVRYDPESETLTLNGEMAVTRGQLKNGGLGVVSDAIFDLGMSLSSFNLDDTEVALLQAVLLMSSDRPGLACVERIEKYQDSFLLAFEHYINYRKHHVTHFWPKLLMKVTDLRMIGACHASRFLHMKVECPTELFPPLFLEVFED
#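 Read-out is fluorescence polarization (555 nm excitation, 632 nm emission) of a Texas Red SRC2 coactivator peptide; loss of signal reflects blocked binding to human TRb ligand-binding domain in the presence of 1 uM T3.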
# L3MBTL1 inh: blocks human L3MBTL1; AID 485360; Potency, µM (doses to about 57.1 µM), without a hit: at the highest dose activity, negative = inhibition, actives largely listed as inhibitors; actives 0.66% (n = 230,000); Q9Y468; AlphaScreen L3MBTL1–H3K9me1 peptide binding; note: nearly all actives have a fitted effect of over 60% in size
#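 L3MBTL1 (50 nM) pre-complexed 30 min with biotinylated H3(1-15)K9me1 peptide (75 nM), then compounds added for 30 min at room temperature; AlphaScreen streptavidin donor/nickel chelate acceptor beads (10 ug/mL final) read after 30 min dark incubation.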
# aGlu spleen mod: inhibits or activates alpha-glucosidase in human spleen homogenate; actives 0.006% (n = 240,000); Potency, µM (titrated, usually from 79.9 µM), for the others: at the highest dose activity change, negative = inhibition, most hits filed as inhibitors; human spleen homogenate, 4-MU-alpha-glucoside fluorescence;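 note: 0% = enzyme with vehicle and -100% = no enzyme basal signal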
#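 Human spleen homogenate (1 ug) with 4-methylumbelliferyl-alpha-D-glucopyranoside (1 mM final) in 50 mM citrate/phosphate pH 5.0, 0.01% Tween-20; 40 min at 37 C. Stopped at pH 10; 4-MU fluorescence Ex 365/Em 440 nm; AC50 by Hill fit.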
# Numbers without * were called inactive; i = inactive; ? = inconclusive; . = no result given; & = joins results of further samples; [ ] = dose if it differs, or a comment. Unless noted, calls come from the whole dose curve; as a rule, active = well fitted curve in the direction sought with a large enough effect; inconclusive = small, poorly fitted or top-dose-only effect, or another doubt; inactive = no such curve, though single readings can be large; an effect the other way counts as inactive or inconclusive. Unless noted, % is set by controls: 0 for no effect and ±100 for the full control effect; potency is the fitted concentration of half-maximal effect. Only part of the results is shown (hit frequency here may not be typical).
# Abbreviations – A = RECQ1 helicase; B = GAA glycogen; C = TexasRed fluor; D = GAA inh; E = GoLoco inh red; F = TRb SRC2 PPI; G = L3MBTL1 inh; H = aGlu spleen mod
> CCc1nnc(NC(=O)Cc2cccs2)s1
  A = i; B = -4%; C = 4%; D = -7%; E = 6%; F = -4%; G = 2%; H = 3%

> O=C(CSc1nnc(-c2ccncc2)n1Cc1ccco1)Nc1ccccc1F
  A = -2%; B = 2%; C = -1%; D = .; E = 5%; F = 5%; G = -4%; H = 7%

> NS(=O)(=O)c1ccc(CCNC(=O)c2ccccc2[N+](=O)[O-])cc1
  A = 0%; B = 0%; C = -2%; D = 1%; E = -1%; F = 0%; G = 4%; H = -6%

> Cc1ccn2c(=O)nc(SCc3cccc(C(F)(F)F)c3)nc2c1
  A = -5%; B = 2%; C = -1%; D = 0%; E = 8%; F = 11%; G = .; H = 2%

> OC1(CN2CCOCC2)C2CN3CCN(C2)CC1(c1ccccc1)C3 (stereo not drawn)
  A = i; B = 4%; C = -2%; D = 1%; E = -13%; F = 2%; G = 13%; H = 1%

> CCOc1cccc(NC(=O)C2CCCN(S(=O)(=O)c3ccc(-n4cnnn4)cc3)C2)c1 (stereo not drawn)
  A = -7%; B = 10%; C = -2%; D = 2%; E = 5%; F = -14%; G = -1%; H = -1%

> COc1cc2oc(=O)cc(-c3ccc(-c4cccc(N)c4)cc3)c2c(OC)c1OC
  A = i; B = .; C = 2%; D = .; E = 14%; F = 7%; G = .; H = -4%

> O=C(NCc1cccnc1)c1c(O)c2cccc3c2n(c1=O)CCC3
  A = -2%; B = -13%; C = 2%; D = -4%; E = 11%; F = -5%; G = 6%; H = 2%

> C[C@H](NC(=O)OC(C)(C)C)C(=O)NCC1CCC(C(=O)O)CC1 (stereo partly drawn)
  A = -8%; B = -3%; C = -2%; D = -9%; E = 5%; F = 2%; G = -6%; H = -14%

> COc1cc(C=O)ccc1OCCCCOc1ccccc1[N+](=O)[O-]
  A = i; B = -3%; C = -2%; D = 2%; E = -10%; F = 3%; G = -3%; H = -2%

> CN(C)c1nc(Oc2ccc(=O)[nH]n2)nc(N2CCOCC2)n1
  A = -1%; B = 2%; C = 2%; D = 5%; E = -1%; F = 5%; G = 0%; H = -11%

> CCC(C)NC(=O)c1c(N)n(/N=C/c2ccccn2)c2nc3ccccc3nc12 (stereo not drawn)
  A = -1%; B = -8%; C = -1%; D = ?; E = .; F = 7%; G = -11%; H = 3%

> O=C(COC(=O)CCc1c[nH]c2ccccc12)NCc1ccc2c(c1)OCO2
  A = 4%; B = -3%; C = -2%; D = -8%; E = 2%; F = 0%; G = .; H = -3%

> Cc1c(Cl)ccc2c1NC(=O)[C@]21N[C@@H](Cc2ccccc2)[C@H]2C(=O)N(c3ccc(F)cc3)C(=O)[C@H]21
  A = i; B = -7%; C = -3%; D = -9%; E = 5%; F = -4%; G = .; H = -9%

> COc1cccc(C(=O)N2CCN(S(=O)(=O)Cc3ccccc3)CC2)c1
  A = 3%; B = -8%; C = 1%; D = -11%; E = -4%; F = -4%; G = -9%; H = 0%

> CCOC(=O)c1[nH]c2cc3c(cc2c1NC(=O)CN1CCCC1)OCO3
  A = 6%; B = 4%; C = 2%; D = -1%; E = 1%; F = -6%; G = 4%; H = 2%

> O=C(Cn1cnc2c(cnn2-c2ccccc2)c1=O)NCc1ccccc1
  A = -11%; B = -10%; C = 1%; D = -17%; E = 5%; F = -18%; G = -2%; H = -1%

> CCOC(=O)/C=c1\s/c(=C(\C#N)C(N)=O)n(-c2ccccc2)c1=O
  A = -1%; B = -1%; C = 1%; D = .; E = 3%; F = 2%; G = .; H = -2%

> CCOC(=O)c1cc(CC)sc1/N=C/c1c(O)ccc2ccccc12
  A = -5%; B = ?; C = ?; D = 1%; E = -14%; F = ?; G = -12%; H = -1%

> CC(=O)[C@H]1CC[C@H]2[C@@H]3CCC4=CC(=O)CC[C@]4(C)[C@H]3CC[C@]12C
  A = -9%&-10%&-8%&4%&-10%&-3%&-4%; B = 5%&2%; C = 1%; D = 1%&-6%[15.4 µM]; E = 7%&3%&1%&7%&1%&4%&-6%; F = 2%; G = -1%&-1%; H = -2%&5%&-10%&-13%&-1%&6%&7%

> CC(=O)Nc1ccccc1NC(=O)c1ccc(C)cc1C
  A = 2%; B = 12%; C = -3%; D = 7%; E = -15%; F = 0%; G = 10%; H = -4%

> CC[C@@H](C)CN1C(=O)N[C@@H](c2ccccc2)C(C(C)=O)=C1C
  A = i[11.5 µM]; B = .; C = -2%[11.2 µM]; D = .; E = 2%[14.2 µM]; F = -2%[11.2 µM]; G = .; H = 4%[17.4 µM]

> CCC(=O)Nc1ccc2nc(C3CC3)n(Cc3ccccc3)c(=O)c2c1
  A = -5%; B = -3%; C = 0%; D = -6%; E = -3%; F = 3%; G = .; H = -2%

> COC(=O)c1ccc(N2CCN(C(=O)c3ccccc3)CC2)c(NC(C)=O)c1
  A = i; B = 17%; C = 0%; D = 3%; E = 3%; F = 1%; G = 1%; H = -2%

> O=C(Cc1ccc(Cl)c(Cl)c1)Nc1ccccc1N1CCOCC1
  A = -11%; B = 1%; C = 1%; D = ?; E = 1%; F = -5%; G = .; H = 2%

# The final three compounds of the part before open the next one.
# Abbreviations – A = RECQ1 helicase; B = GAA glycogen; C = TexasRed fluor; D = GAA inh; E = GoLoco inh red; F = TRb SRC2 PPI; G = L3MBTL1 inh; H = aGlu spleen mod
> CCC(=O)Nc1ccc2nc(C3CC3)n(Cc3ccccc3)c(=O)c2c1
  A = -5%; B = -3%; C = 0%; D = -6%; E = -3%; F = 3%; G = .; H = -2%

> COC(=O)c1ccc(N2CCN(C(=O)c3ccccc3)CC2)c(NC(C)=O)c1
  A = i; B = 17%; C = 0%; D = 3%; E = 3%; F = 1%; G = 1%; H = -2%

> O=C(Cc1ccc(Cl)c(Cl)c1)Nc1ccccc1N1CCOCC1
  A = -11%; B = 1%; C = 1%; D = ?; E = 1%; F = -5%; G = .; H = 2%

> COC(=O)[C@@]1(Cc2ccc(F)cc2)[C@H]2c3cc(C(=O)N(C)C)n(Cc4ccsc4Br)c3C[C@H]2CN1C(=O)c1ccccc1
  A = -24%; B = .; C = 3%; D = .; E = 8%; F = 4%; G = .; H = 0%

> COc1cc(NC(=O)c2ccc([N+](=O)[O-])o2)ccc1NC(=O)c1cccs1
  A = -18%; B = 4%; C = -3%; D = 1%; E = 4%; F = 2%; G = -26%; H = -6%

> CC(C)CNC(=O)CN(C1CCCCC1)S(C)(=O)=O
  A = i; B = -8%; C = 5%; D = -2%; E = 6%; F = 2%; G = ?; H = -6%

> CN1C2CCC1/C(=C\c1ccc(F)cc1)C(=O)/C2=C/c1ccc(F)cc1
  A = -1%; B = 1%; C = 1%; D = -1%; E = 4%; F = 2%; G = -14%; H = -5%

> COC(=O)NNC(=O)COc1cc(C)c(Br)cc1C(C)C
  A = -4%; B = 1%; C = 0%; D = 2%; E = 1%; F = 0%; G = 2%; H = -4%

> Cc1ccc(Oc2ccc(Cl)cc2N)cc1
  A = -18%; B = 3%; C = 0%; D = 0%; E = 6%; F = 2%; G = 24%; H = 1%

> CCOc1ccc(/C=N/NC(=O)Cn2ccnc2C)cc1
  A = -1%; B = 4%; C = 0%; D = .; E = 5%; F = -1%; G = -1%; H = 0%

> O=C(NCc1ccc2c(c1)OCO2)c1ccc(CS(=O)(=O)Cc2cccc(Cl)c2)o1
  A = -5%; B = -7%; C = 0%; D = 0%; E = -12%; F = 10%; G = 3%; H = 1%

> Cc1ccc(N2CC(C(=O)Nc3cc(C)on3)CC2=O)cc1 (stereo not drawn)
  A = -4%; B = 4%; C = 0%; D = 3%; E = 2%; F = -14%; G = 1%; H = -13%

> O=C1c2ccccc2C(Nc2ccc(Cl)cc2)N1CCN1CCOCC1 (stereo not drawn)
  A = -6%; B = 23%; C = -1%; D = -5%; E = 12%; F = -13%; G = .; H = -7%

> O=c1c(C=NCC2CCCO2)c(-c2ccccc2)[nH]n1-c1ccc([N+](=O)[O-])cc1 (stereo not drawn)
  A = -9%; B = 6%; C = -2%; D = .; E = 8%; F = 0%; G = -18%; H = -2%

> Cc1nc2ncnn2c(N2CCN(c3cccc(C(F)(F)F)c3)CC2)c1C
  A = -9%; B = -20%; C = -2%; D = -3%; E = -9%; F = -1%; G = .; H = -3%

> O=C1C2C(c3ccccc3)C=CC(c3ccccc3)C2C(=O)N1c1ccncc1 (stereo not drawn)
  A = -2%; B = 2%; C = -1%; D = 0%; E = 2%; F = 0%; G = -1%; H = -11%

> COc1cccc(CN(C(=O)Cn2nnc(-c3ccccc3F)n2)C(C(=O)NC(C)(C)C)c2ccncc2)c1 (stereo not drawn)
  A = -8%; B = -24%; C = -4%; D = -3%; E = -2%; F = -1%; G = 0%; H = 1%

> O=C(C(Cc1ccccc1)N1C(=O)c2ccccc2C1=O)N1CCc2ccccc21 (stereo not drawn)
  A = ?; B = -1%; C = -3%; D = -5%; E = 7%; F = 6%; G = -8%; H = -8%

> CC(C)c1nnc(NC(=O)C2CCCN2C(=O)Nc2ccccc2F)s1 (stereo not drawn)
  A = 3%; B = 14%; C = -1%; D = 8%; E = 3%; F = 6%; G = ?; H = 1%

> Cc1ccc(C(=O)NC(N2CCCC2)C(Cl)(Cl)Cl)cc1 (stereo not drawn)
  A = -9%; B = 4%; C = 1%; D = -25%; E = -4%; F = 5%; G = 5%; H = -3%

> COC(=O)c1ccc(N=CC2=C(O)CC(c3ccccc3)CC2=O)cc1 (stereo not drawn)
  A = -7%; B = 5%; C = -4%; D = .; E = 0%; F = -6%; G = .; H = -2%

> S=C(NC1CCCCC1)N1CCN(Cc2ccccc2Cl)CC1
  A = -1%; B = -1%; C = -4%; D = -2%; E = 7%; F = -2%; G = -10%; H = -8%

> CCOC(=O)C1CCN(C(=O)COc2ccc(N(C)S(=O)(=O)c3ccc(OCC)cc3)cc2)CC1
  A = 2%; B = -4%; C = -3%; D = 0%; E = -12%; F = 2%; G = .; H = 3%
